# Mdm2 MdmX PPI = disrupts the human Mdm2-MdmX interaction; O15151+Q00987; SaOS-2 split-luciferase Mdm2/MdmX complementation, luminescence; inhibition, % at 8 µM; actives 3% (n = 330,000); AID 485346;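 active means inhibition of at least 50% at 8 µM in the primary screen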
# Target sequence (O15151 whole entry, looked up): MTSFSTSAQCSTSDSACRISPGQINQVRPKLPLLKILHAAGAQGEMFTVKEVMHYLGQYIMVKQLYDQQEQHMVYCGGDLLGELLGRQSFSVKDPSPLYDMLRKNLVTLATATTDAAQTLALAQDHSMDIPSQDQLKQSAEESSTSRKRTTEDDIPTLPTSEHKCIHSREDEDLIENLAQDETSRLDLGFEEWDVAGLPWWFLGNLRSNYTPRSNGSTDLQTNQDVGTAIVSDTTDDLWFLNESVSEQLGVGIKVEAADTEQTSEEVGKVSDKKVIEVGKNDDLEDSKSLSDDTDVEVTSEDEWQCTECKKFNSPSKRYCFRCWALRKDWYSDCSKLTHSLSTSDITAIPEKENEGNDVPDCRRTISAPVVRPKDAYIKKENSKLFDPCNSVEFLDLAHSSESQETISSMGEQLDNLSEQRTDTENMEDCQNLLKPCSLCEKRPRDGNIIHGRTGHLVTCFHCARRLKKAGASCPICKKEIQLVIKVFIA
# Target sequence (Q00987 whole entry, looked up): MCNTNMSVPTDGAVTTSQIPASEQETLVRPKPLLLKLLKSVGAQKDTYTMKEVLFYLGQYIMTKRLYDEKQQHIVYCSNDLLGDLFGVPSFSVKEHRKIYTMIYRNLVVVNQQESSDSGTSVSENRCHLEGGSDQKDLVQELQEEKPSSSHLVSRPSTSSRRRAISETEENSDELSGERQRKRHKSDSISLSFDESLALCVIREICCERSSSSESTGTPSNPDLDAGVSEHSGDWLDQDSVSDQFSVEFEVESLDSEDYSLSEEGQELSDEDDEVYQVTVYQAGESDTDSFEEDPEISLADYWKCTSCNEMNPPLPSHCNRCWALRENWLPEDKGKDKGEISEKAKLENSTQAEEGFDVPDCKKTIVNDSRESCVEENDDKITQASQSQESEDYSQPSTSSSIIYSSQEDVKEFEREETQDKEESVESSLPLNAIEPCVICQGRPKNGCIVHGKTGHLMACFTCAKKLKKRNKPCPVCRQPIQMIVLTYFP
# XBP1 UPR activ = adaptive UPR (XBP1) activation | CHO-XBP1 luciferase reporter, IRE1-XBP1 UPR activation, luminescence; percent of tunicamycin response, DMSO as zero | activation, % at 20 µM | actives 0.33% (n = 330,000);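 active means versus positive control, 20 µM dose yields 30% or more activation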;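 further: 100% = tunicamycin at 10 µg/mL and 0% = DMSO only wells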
#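 Assay system: IRE1-XBP1 luciferase reporter CHO line. Input: 1000 cells/well. Buffer or medium: F12 with 10% serum. Doses: 20 µM, 1% DMSO. Times: overnight seeding at 37 °C, 6 h compound treatment at 37 °C. Technique: Steady-Glo luciferase glow luminescence, 10 min after reagent addition.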
# Jurkat NFkB inh = inhibitors of the PMA/ionomycin-induced NF-kB reporter in Jurkat cells; PMA/ionomycin-induced NF-kB luciferase reporter, luminescence; inhibition, % at 4 µM; actives 0.53% (n = 330,000); in the data active means inhibition above about 50%
# tim10-1 inh = inhibits growth of tim10-1 mutant yeast; actives 2.2% (n = 330,000); S. cerevisiae tim10-1 ts strain growth, BacTiter-Glo, 24 h; inhibition, % at 20 µM;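 active means inhibition of at least 40%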;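 further: mutant grown at 25 °C; 0% = DMSO wells with yeast and 100% = wells holding no yeast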
# UPR CHOP act = apoptotic UPR (CHOP) activation; actives 0.34% (n = 330,000); AID 449763; activation, % at 10 µM; CHO-CHOP luciferase reporter, luminescence; percent of tunicamycin response over DMSO baseline;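 active means at 10 µM dose, activation of 40% or more, normalized to positive control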;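 further: 100% = tunicamycin at 10 µg/mL and 0% = DMSO alone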
#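 System: CHO CHOP reporter cells. Amount: 500 cells per well. Buffer or medium: F12 medium, 10% FBS. Compound dosing: one dose, 10 µM in 0.5% DMSO. Incubation: 6 h compound exposure at 37 °C after overnight seeding. Technique: Steady-Glo luciferase luminescence. Benchmarks: tunicamycin and DMSO controls.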
# TIM10 inh = inhibits growth of TIM10 yeast strain. S. cerevisiae TIM10 strain growth, BacTiter-Glo luminescence, 24 h. inhibition, % at 10 µM. actives 1.4% (n = 330,000);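 active means inhibition of 40% or more at the single tested concentration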;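 further: wild-type TIM10 isogenic control strain grown at permissive 25 °C; 0% = DMSO yeast wells and 100% = minimal medium wells without yeast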
# 697 NFkB inh = inhibitors of the PMA/ionomycin-induced NF-kB reporter in 697 B cells; actives 0.33% (n = 330,000); 697 B-cell NF-kB luciferase reporter, 16 h; inhibition, % at 4 µM; in the data active means inhibition above about 35%
# tim23-1 inh = inhibits growth of tim23-1 mutant yeast; actives 1.3% (n = 330,000); AID 463212; S. cerevisiae tim23-1 growth, BacTiter-Glo luminescence, 24 h; inhibition, % at 20 µM;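 active means growth inhibition of the mutant yeast at or above 50%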;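 further: temperature-sensitive mutant grown at 25 °C; plate controls were DMSO-treated mutant yeast for no effect and medium wells lacking yeast for full effect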
# * hit, by the source's call; . = not tested or not shown.
SMILES,Mdm2 MdmX PPI,XBP1 UPR activ,Jurkat NFkB inh,tim10-1 inh,UPR CHOP act,TIM10 inh,697 NFkB inh,tim23-1 inh
O=S(=O)(CCSc1ccc(C(F)(F)F)cn1)c1ccccc1,7.6,0.6,-8.5,15.1,-0.2,7.6,22.3,23.9
Cc1occc1C(=O)Nc1ccc2ccccc2c1,-224.5,-3.9,-2.8,3.8,3.5,21.6,-8.5,10.3
Cc1ccc(C(=O)N/N=C2\SCC(=O)N2c2cc(C)ccc2C)cc1,-48.8,1.0,-23.1,-0.8,-1.8,7.8,2.9,5.0
COCCNc1nc(-c2ccccc2)nc2c1oc1ccccc12,21.5,-0.8,18.6,28.0,1.6,26.1,7.7,41.7
O=C(COC(=O)[C@@H]1CCCN1S(=O)(=O)c1ccccc1F)NCc1ccc2c(c1)OCO2,14.2,-1.3,8.3,-2.0,-0.8,-5.2,27.7,7.8
Cc1cc(Cl)ccc1NC(=O)C1COc2ccccc2O1 (centres undefined),15.2,-2.0,-15.8,29.1,2.0,16.9,3.7,22.6
Cc1nc(C)c(-c2ccc(SCC(=O)Nc3cccc(Cl)c3)nn2)s1,16.6,-2.7,15.3,4.2,1.3,7.5,5.0,5.4
CC1Sc2ccccc2N(CC(=O)N(C(C)C)C(C)C)C1=O (centres undefined),5.3,-1.1,-3.2,36.5,0.0,-0.8,15.2,8.9
CCc1nnc(NC(=O)CSc2nnc(C)n2Cc2ccccc2)s1,18.6,-5.5,-11.9,-3.1,-1.2,-3.6,7.8,-11.1
CC(C(=O)NCc1ccccc1)N1CCN(c2ccc(F)cc2)CC1 (centres undefined),-29.9,-3.2,9.2,10.4,1.8,4.8,7.6,11.0
CC[C@]12c3[nH]c4cc(CCC(=O)N(C)C)ccc4c3CCN1C(=O)[C@@H](CC(=O)NCc1cccc(C(F)(F)F)c1)C[C@@H]2C(=O)N1CCN(C(=O)C2CC2)CC1,16.2,2.6,.,11.3,0.7,-4.6,2.6,32.5
CC(C)Nc1nc(Cl)nc(NNC(=O)C(C)Oc2ccccc2)n1 (centres undefined),26.8,0.8,-4.5,22.8,-0.4,3.0,-21.7,1.0
CCCCCCCN1CCC(=O)N(CCO)CC1,6.0,-2.1,-0.4,-1.0,-1.7,7.4,13.7,-2.0
O=C(c1ccc2c(c1)OCO2)C1CCCN(Cc2c(F)ccc(F)c2F)C1 (centres undefined),6.0,-1.6,0.8,11.5,0.0,-16.4,7.9,17.7
O=C(Nc1nnc(-c2cc(Cl)ccc2Cl)o1)C1=COCCO1,23.6,4.2,5.5,7.8,0.8,-8.5,-17.5,21.0
COc1ccc(NC(=O)CS(=O)CC(=O)Nc2ccc(NC(C)=O)cc2)cc1 (centres undefined),-13.3,2.0,-18.9,13.2,-0.3,-12.3,-10.3,11.7
C[C@@H](NC(=O)[C@@H]1Cc2ccccc2CN1C(=O)OC(C)(C)C)C(=O)NCc1ccco1,3.8,-2.5,-13.9,3.2,1.4,14.3,-23.7,2.2
Cc1ccc2cc(CCNC(=O)c3cccc([N+](=O)[O-])c3)c(=O)[nH]c2c1C,-11.0,0.2,13.6,-13.5,0.3,17.9,1.6,3.7
COC(=O)c1cc2sccc2n1Cc1nc(-c2ccc(OC)cc2)oc1C,68.2*,-3.5,-18.5,1.4,0.3,15.1,-13.7,36.0
COc1ccc(NC(=O)CSc2nncc(=O)n2N)cc1OC,15.8,-1.9,-0.7,-21.8,0.1,-0.9,-2.5,-13.2
COc1ccc(NC(=O)CSc2c3c(nc4cc(Cl)ccc24)CCCC3)cc1OC,9.9,-2.5,2.9,38.0,11.1,21.7,-15.4,33.3
CCN(CC)c1nc(C#N)nc(N(CC)CC)n1,8.5,0.2,-4.6,-0.9,-1.5,-1.6,3.7,4.6
Cc1ccccc1NCCC(=O)Nc1ccc(Cl)cc1,21.7,4.2,-3.8,-23.1,3.7,-6.8,-13.3,12.9
Cc1ccc(NCC(=O)N=Nc2c(O)[nH]c3ccc([N+](=O)[O-])cc23)cc1,18.5,4.4,-53.0,-10.4,8.4,-34.1,-86.7,-22.0
COc1ccc(CNC(=O)CCSc2nc(-c3ccc4c(c3)OCO4)cc(C(F)(F)F)n2)cc1,30.0,0.1,-4.9,33.8,-2.2,-12.2,4.2,-9.4
O=C(Cc1n[nH]c(=O)c2ccccc12)Nc1cc(Cl)ccc1-n1cncn1,5.3,0.0,-5.4,7.0,0.6,-6.5,-0.6,11.7
COc1ccc(CCN(C)C(=O)C2CCN(Cc3cccc(OC)c3OC)CC2)cc1OC,-3.9,0.5,-4.5,16.4,4.1,-8.6,2.5,18.3
COc1cc(SC)ccc1C(=O)Nc1c(Cl)cncc1Cl,-27.3,0.4,18.3,22.2,0.4,13.3,4.8,21.3
Nc1nc(-c2cccs2)c(-c2cccs2)s1,16.9,1.4,-13.4,-25.2,2.7,8.6,-9.8,-10.4
CC12CCC(=O)N1C(C(=O)OCC(=O)Nc1cccc(Br)c1)CS2 (centres undefined),5.0,-1.7,-10.8,21.1,0.3,-13.8,-13.7,28.7
Cc1n[nH]c(=O)nc1N1CCc2ccccc2C1,22.0,-2.0,14.2,-10.1,-1.0,-6.9,19.4,-1.0
COC(=O)c1sccc1NC(=O)CC1C(=O)NCCN1C(=O)Nc1ccc(OCc2ccccc2)cc1 (centres undefined),26.6,-1.0,-9.2,12.7,2.7,7.6,1.5,0.1
Cn1c(=O)c2c(-c3ccc(C(C)(C)C)cc3)n(CC3CCCO3)cc2n(C)c1=O (centres undefined),0.3,0.8,-9.5,6.0,-2.1,9.7,19.2,12.0
COc1ccccc1-n1cnc2cc(NC(=O)c3ccco3)ccc21,38.8,1.1,20.1,27.0,0.0,44.3*,-62.7,56.4*
Nc1c(-c2ccc(F)cc2)cnn1C1CCS(=O)(=O)C1 (centres undefined),15.3,-4.5,-7.3,0.1,-4.9,-3.6,6.0,10.1
CCc1ccccc1OCc1nc2ccc(S(=O)(=O)N3CCOCC3)cc2[nH]1,23.8,2.2,7.7,19.9,0.1,15.7,9.7,13.3
Nc1cc(=O)[nH]c(SCc2nnnn2-c2ccc(Cl)cc2)n1,12.5,-1.9,14.3,-3.2,1.8,-0.3,7.4,12.5
CC1CCN(C(c2nnnn2CCc2ccccc2)C(C)C)CC1 (centres undefined),-8.2,8.3,5.2,-0.8,0.2,7.5,5.4,32.9
O=C(NCC1OCCCN1S(=O)(=O)c1cc(F)ccc1F)C(=O)NC1CCCCCC1 (centres undefined),-9.7,1.1,2.5,12.9,1.0,3.4,12.1,18.4
O=c1[nH]c2ccc(NC(=S)NC3CCCCC3)cc2[nH]1,29.8,-0.1,3.4,1.7,0.4,-4.9,-6.9,14.4
COc1ccc(Cl)c(NC(=O)NCCN2CCN(c3ccccc3)CC2)c1,17.6,-3.8,-9.5,20.1,-0.1,3.6,5.6,1.2
O=[N+]([O-])c1ccc(-c2nnc(CNC3CCCC3)o2)cc1,7.1,-2.3,1.4,-8.4,0.1,3.7,19.5,0.3
CCc1nnc(NS(=O)(=O)c2ccc(NS(=O)(=O)c3ccccc3[N+](=O)[O-])cc2)s1,18.5,-3.6,-8.3,35.5,0.4,3.8,0.1,23.1
COc1cc(OC)cc(C(=O)Nc2cccc3cccnc23)c1,12.2,-1.6,-1.7,-4.6,0.3,16.2,-10.2,21.1
CCOC(=O)N1CCN(C(=O)c2ccc3c(=O)n(CCOC)c(=O)[nH]c3c2)CC1,-7.4,-0.8,-5.2,7.3,-0.4,2.9,-15.9,8.9
CCS(=O)(=O)Nc1cc2c3c(c1)CCN3C(=O)CC2,-0.2,-0.7,-4.9,-16.0,-1.5,0.3,-12.4,-5.3
COc1cccc(OC)c1C(=O)Nc1cc(C)nn1-c1nc2ccccc2[nH]1,77.2*,12.6,23.1,17.0,-0.5,18.6,25.5,33.7
Cc1occc1-c1nnc(SCC(=O)Nc2ccccc2-c2ccccc2)n1C,1.9,-2.7,-7.2,22.0,-0.8,0.1,11.3,6.7
COc1ccc(CN(C)C(=O)c2cccc(NS(=O)(=O)c3ccccc3)c2)c(OC)c1,-11.6,-2.2,-1.4,11.7,1.7,8.6,-2.7,6.0
O=C(C1CC1)N1CCN(S(=O)(=O)c2ccc3c(c2)OCCO3)CC1,14.1,-3.0,8.1,-8.7,-1.9,-10.6,30.5,14.6

# Taken from the results shown, nine compounds:
SMILES,Mdm2 MdmX PPI,XBP1 UPR activ,Jurkat NFkB inh,tim10-1 inh,UPR CHOP act,TIM10 inh,697 NFkB inh,tim23-1 inh
O=C(NCC1OCCCN1S(=O)(=O)c1cc(F)ccc1F)C(=O)NC1CCCCCC1 (centres undefined),-9.7,1.1,2.5,12.9,1.0,3.4,12.1,18.4
O=c1[nH]c2ccc(NC(=S)NC3CCCCC3)cc2[nH]1,29.8,-0.1,3.4,1.7,0.4,-4.9,-6.9,14.4
COc1ccc(Cl)c(NC(=O)NCCN2CCN(c3ccccc3)CC2)c1,17.6,-3.8,-9.5,20.1,-0.1,3.6,5.6,1.2
O=[N+]([O-])c1ccc(-c2nnc(CNC3CCCC3)o2)cc1,7.1,-2.3,1.4,-8.4,0.1,3.7,19.5,0.3
CCc1nnc(NS(=O)(=O)c2ccc(NS(=O)(=O)c3ccccc3[N+](=O)[O-])cc2)s1,18.5,-3.6,-8.3,35.5,0.4,3.8,0.1,23.1
COc1cc(OC)cc(C(=O)Nc2cccc3cccnc23)c1,12.2,-1.6,-1.7,-4.6,0.3,16.2,-10.2,21.1
CCOC(=O)N1CCN(C(=O)c2ccc3c(=O)n(CCOC)c(=O)[nH]c3c2)CC1,-7.4,-0.8,-5.2,7.3,-0.4,2.9,-15.9,8.9
CCS(=O)(=O)Nc1cc2c3c(c1)CCN3C(=O)CC2,-0.2,-0.7,-4.9,-16.0,-1.5,0.3,-12.4,-5.3
COc1cccc(OC)c1C(=O)Nc1cc(C)nn1-c1nc2ccccc2[nH]1,77.2*,12.6,23.1,17.0,-0.5,18.6,25.5,33.7

# Other entries follow:
SMILES,Mdm2 MdmX PPI,XBP1 UPR activ,Jurkat NFkB inh,tim10-1 inh,UPR CHOP act,TIM10 inh,697 NFkB inh,tim23-1 inh
C/C(CC(=O)Nc1ccc(F)cc1)=N\NC(=O)c1ccccn1,22.1,-0.7,1.1,3.7,0.4,1.7,3.2,14.7
CSc1nc(C)cc(OCC(=O)N2CCOCC2)n1,19.4,-0.1,-11.2,-18.1,0.4,-5.6,2.0,1.2
CC(NC(=O)c1cc(F)c(F)cc1Cl)C1CC2CCC1C2 (centres undefined),7.8,-1.9,1.2,2.7,0.6,6.0,10.0,14.1
CC(=O)N1CCN(C(=O)COC(=O)COc2c(C)cc(C)cc2C)CC1,12.8,-3.4,8.2,-1.7,-2.7,-0.6,15.4,-14.0
COc1ccc(/C=C2/C(=O)OCc3cc(OC)c(OC)cc32)c(OC)c1,-6.3,8.0,-3.4,28.9,0.3,-13.2,-17.4,23.4
COc1ccccc1C(=O)OCn1nnc2ccccc2c1=O,6.3,0.3,5.0,20.7,2.1,5.6,9.3,15.8
CC1CCC(NC(=O)C2CCN(c3nc4ccccc4s3)CC2)CC1 (centres undefined),-7.9,-5.3,0.9,20.4,1.2,29.8,-39.6,27.1
CCCOc1ccc(S(=O)(=O)NNC(=O)c2cc3ccccc3o2)cc1,15.1,1.6,-4.0,14.6,-0.4,25.8,5.8,17.1
CCOC(=O)CSc1nc2cc(C(=O)OC)ccc2c(=O)n1CCN1CCOCC1,6.9,-1.5,-0.1,7.5,1.4,12.8,-5.2,19.2
CC(C(=O)N1CCOCC1)N1c2cccc3cccc(c23)S1(=O)=O (centres undefined),-27.1,-0.1,-7.4,-7.6,-0.3,-2.3,-9.2,-0.3

# Source: PubChem BioAssay (Sanford-Burnham Center for Chemical Genomics)

# Rows are unselected; any-hit rate near 6.6%.
